GalR3 antagonist = human GalR3 antagonism. O60755. AID 651719. HEK293 GalR3-CNG cAMP membrane potential fluorescence; galR3 body fused to GalR1 C-terminus. 360,000 tested, 0.44% active. inhibition, % at 3 µM;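 active = inhibition above the screen-wide average plus 3 SD, cut at about 13% in these data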;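 note: forskolin and galanin both at EC90 stimulate the cells; cAMP rise reported by CNG channel membrane potential dye signal; 0% = forskolin plus galanin with DMSO and 100% = forskolin alone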
VIM-2 inh = blocks Pseudomonas aeruginosa VIM-2 metallo-beta-lactamase. purified VIM-2, nitrocefin hydrolysis, epi-absorbance fluorescence. inhibition, % at 5.6 µM. 290,000 tested, 0.89% active;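 active = inhibition above the mean of all tested compounds plus 3 SD, cutoff set per screening run, cut at about 7.5% in these data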;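 note: red hydrolysis product quenches plate fluorescence so inhibitors raise well fluorescence; 0% = enzyme with DMSO and 100% = DMSO without enzyme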
CRFR2-BP antag = CRF-BP/CRF-R2 complex antagonism. HEK293 CRF-R2/CRF-BP, CRF-induced calcium fluorescence. inhibition, % at 11.8 µM. 350,000 tested, 0.59% active;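 active = inhibition of the ligand-induced calcium signal above about 50% at the single tested concentration, limit read from the data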
p-CIP stab down = compounds decreasing mouse p/CIP protein stability; Q05BA5; 290,000 tested, 0.01% active; decrease of EGFP signal, % at 10 µM; F442A p/CIP-EGFP cells, EGFP fluorescence, 16 h; AID 1984;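 active = EGFP signal decrease of at least 30% at 10 µM or well 3 SD below plate mean, unless failing retest; inactive = the rest, including hits failing retest or dose response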; note: some compounds called inactive have numbers as strong as hits; many of its hits are not listed in these tables
Target sequence (Q05BA5 1-1403): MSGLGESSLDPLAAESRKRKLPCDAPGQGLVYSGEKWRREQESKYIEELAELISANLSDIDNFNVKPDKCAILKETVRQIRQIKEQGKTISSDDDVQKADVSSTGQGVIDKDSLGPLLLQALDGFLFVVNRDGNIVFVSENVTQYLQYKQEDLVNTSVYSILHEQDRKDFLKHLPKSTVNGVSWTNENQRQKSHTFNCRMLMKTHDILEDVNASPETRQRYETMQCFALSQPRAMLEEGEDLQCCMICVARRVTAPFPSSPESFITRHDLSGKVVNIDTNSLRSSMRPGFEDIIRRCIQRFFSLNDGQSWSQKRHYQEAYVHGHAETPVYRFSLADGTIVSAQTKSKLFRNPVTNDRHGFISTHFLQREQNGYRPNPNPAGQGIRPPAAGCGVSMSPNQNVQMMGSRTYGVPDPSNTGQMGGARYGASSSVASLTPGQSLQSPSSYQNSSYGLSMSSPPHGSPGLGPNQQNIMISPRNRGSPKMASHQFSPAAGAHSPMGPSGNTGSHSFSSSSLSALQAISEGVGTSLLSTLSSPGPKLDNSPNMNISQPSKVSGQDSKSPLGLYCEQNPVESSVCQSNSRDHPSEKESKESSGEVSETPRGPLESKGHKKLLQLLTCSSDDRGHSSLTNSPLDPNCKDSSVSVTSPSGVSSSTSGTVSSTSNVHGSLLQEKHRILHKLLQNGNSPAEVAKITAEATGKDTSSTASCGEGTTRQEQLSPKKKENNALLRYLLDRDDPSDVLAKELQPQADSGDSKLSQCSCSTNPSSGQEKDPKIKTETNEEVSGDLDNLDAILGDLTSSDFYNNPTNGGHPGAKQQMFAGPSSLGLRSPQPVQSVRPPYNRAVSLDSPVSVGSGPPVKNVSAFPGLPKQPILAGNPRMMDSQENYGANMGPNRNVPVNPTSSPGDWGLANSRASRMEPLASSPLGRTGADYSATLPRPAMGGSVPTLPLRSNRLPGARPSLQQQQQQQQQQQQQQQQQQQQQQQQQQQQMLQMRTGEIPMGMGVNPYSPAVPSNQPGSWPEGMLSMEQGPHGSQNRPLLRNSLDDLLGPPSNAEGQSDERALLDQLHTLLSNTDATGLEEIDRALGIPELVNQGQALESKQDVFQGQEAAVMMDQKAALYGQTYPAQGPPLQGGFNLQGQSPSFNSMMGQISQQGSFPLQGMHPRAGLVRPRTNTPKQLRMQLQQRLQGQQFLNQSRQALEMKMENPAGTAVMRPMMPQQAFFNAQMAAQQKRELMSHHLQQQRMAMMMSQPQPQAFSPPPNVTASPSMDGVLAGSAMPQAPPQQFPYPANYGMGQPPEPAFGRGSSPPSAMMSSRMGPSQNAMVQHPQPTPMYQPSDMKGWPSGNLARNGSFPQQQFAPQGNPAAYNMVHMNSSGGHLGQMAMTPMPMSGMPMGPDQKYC
IDE act = boosts human insulin-degrading enzyme activity in HEK cells. activation, % at 5.96 µM. FAbeta-B cleavage, fluorescence polarization; 0% vehicle, 100% cell-free pure enzyme wells. 340,000 tested, 0.073% active;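 active = activation above the mean of all tested compounds plus 3 SD, set per screening campaign, cut at about 17% in these data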
HCV NS3 hel inh = blocks Hepatitis C virus NS3 helicase unwinding | NS3 helicase DNA unwinding, Cy5 molecular beacon fluorescence | 290,000 tested, 0.56% active | inhibition, % at 10.9 µM;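 active = inhibition above the mean of all tested compounds plus 3 SD, set per campaign, cut at about 35% in these data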;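 note: 0% = DMSO wells and 100% = thioflavine S control wells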
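Assay system – hepatitis C virus NS3 helicase domain fragment enzyme · Buffer or medium – MOPS pH 6.5, MgCl2, DTT, Tween20, BSA · Reagent – Cy5/quencher beacon DNA duplex and ATP to start · Compound – single 10.9 µM dose · Timing – 1 h at 25 °C · Technique – Cy5 beacon fluorescence read at start and 1 h · Measure – % inhibition of unwinding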
SUMO HTRF inh = SUMOylation inhibition; inhibition, % at 35 µM; P63279; 290,000 tested, 0.36% active; HTRF SUMOylation assay, SAE1/SAE2 + UBC9, in vitro; in the data active = inhibition above about 50%, passing the limit was not always enough; inconclusive = no clear call, values can overlap the other calls; note: strong numbers were not always called active
IMP-1 inh = blocks Pseudomonas aeruginosa IMP-1 metallo-beta-lactamase; inhibition, % at 5.6 µM; 290,000 tested, 0.45% active; purified IMP-1, nitrocefin hydrolysis, epi-absorbance fluorescence;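 active = inhibition above the mean plus 3 SD of all compounds in the same screening run, cut at about 4.5% in these data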;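 note: 0% = IMP-1 with DMSO and 100% = DMSO wells lacking enzyme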
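Material – recombinant IMP-1 enzyme, purified · Amount – IMP-1 0.2 nM before substrate addition · Medium – HEPES buffer pH 7.1 with ZnSO4 and Brij 35 · Timing – 25 °C, 15 min preincubation, 25 min reaction · Measured by – plate fluorescence quenching by hydrolysis product, ex 480/em 530 nm · Read-out – percent enzyme inhibition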
IDE cell inh = inhibitors of human insulin-degrading enzyme in cells | P14735 | HEK cells, FAbetaB cleavage, fluorescence polarization | AID 434962 | inhibition, % at 5.59 µM | 320,000 tested, 0.41% active;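 active = percent inhibition above the average of all tested compounds plus 3 SD, set per screening campaign, cut at about 16% in these data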;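 note: IDE supplied by intact live HEK cells; FP after avidin binding of uncleaved biotin substrate so inhibition keeps polarization high; 0% = DMSO wells and 100% = 60 µM reference IDE inhibitor Ii1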
The depositor's hits bear a star; ? = inconclusive; . = not tested or not shown.

Values run as follows: IDE act	CRFR2-BP antag	IMP-1 inh	p-CIP stab down	IDE cell inh	SUMO HTRF inh	VIM-2 inh	HCV NS3 hel inh	GalR3 antagonist
> COc1ccc(/C=C/C(=O)Nc2cc(S(=O)(=O)N3CCOCC3)ccc2OC)cc1
→ 1	16	.	.	1	.	.	.	-5
> COc1cc2cc(C(c3nnnn3C3CCCC3)N3CCCCC3)c(=O)[nH]c2cc1OC (stereo not drawn)
→ 2	-3	-3.0	4	-1	3	-1.5	-1	-4
> Fc1ccc(-n2c(=S)[nH]c3cccnc32)cc1
→ 7	-1	-1.0	7	-2	8	-3.1	0	-5
> Cc1c(O)ccc2c(CN(C)Cc3ccccc3)cc(=O)oc12
→ 2	-11	-3.4	2	0	17	-3.2	3	3
> CCOC(=O)c1cnn(-c2ccccc2)c1NC(=O)CN1CCOCC1
→ 3	3	-3.2	-7	4	14	-2.7	1	-4
> Cc1nn(-c2ccc(F)cc2F)c(=O)c2noc(C)c12
→ 10	-1	-1.1	-12	3	7	-2.7	-4	-1
> Cc1cccnc1NC(=O)CN1C(=O)c2ccccc2S1(=O)=O
→ 2	-19	.	.	-6	.	.	.	-1
> COC(=O)C1=C(C)NC(=O)/C1=C\c1cc(C)n(-c2cc(C)cc(C)c2)c1C
→ 4	-33	-2.1	6	-2	12	-1.1	13	-4
> CCN(CC)C(=O)c1ccccc1NC(=O)c1cccc(S(=O)(=O)N(CC)CC)c1
→ 4	16	-2.2	-3	1	5	-1.8	-11	5
> C=CCNC(=O)C12CCC(C)(C(=O)[C@H]1Br)C2(C)C (stereo partly drawn)
→ 2	-3	-3.7	-2	-1	-2	-3.2	9	-5
> COc1ccc(/C=C/C(=O)N(C)C2CCCCC2)cc1Br
→ 5	-1	-2.0	-13	-2	8	-3.0	1	0
> CC1(C)NC(=O)N(CCOc2ccc([N+](=O)[O-])cc2)C1=O
→ -1	1	0.1	-9	3	14	1.0	17	-2
> Cc1cc2ccccn2c1C(=O)c1ccccc1F
→ 1	11	-3.7	-8	-5	16	-2.1	2	-8
> CC(=O)c1cccc(NC(=O)N2CCCC2C(=O)NCCC(C)C)c1 (stereo not drawn)
→ 3	6	-1.1	2	-2	2	-3.2	-18	-6
> Cc1cc(Br)ccc1NC(=O)CN(C)C(=O)CCSc1ccc(F)cc1
→ 9	14	.	.	2	.	.	.	-4
> CCOc1ccc(-n2cc(C(=O)c3cc(Cl)ccc3O)cc(C#N)c2=O)cc1
→ -8	23	-0.8	12	1	12	0.3	7	-7
> C/C(=C\c1ccccc1)C(=O)Nc1nccs1
→ -1	-9	1.3	-22	.	14	-1.4	13	-5
> CSCCC(NS(=O)(=O)c1ccc2c(c1)Cc1cc(S(=O)(=O)NC(CCSC)C(=O)O)ccc1-2)C(=O)O (stereo not drawn)
→ -1	11	-4.0	-6	8	24	-3.1	25	0
> O=C(Cc1ccccc1[N+](=O)[O-])NCCc1ccc(F)cc1
→ 1	9	-3.3	-10	-1	9	-1.9	11	-7
> CC[C@H](C)[C@@H]1NC(=O)c2cc([N+](=O)[O-])cc(F)c2NCCCC[C@@H](C(N)=O)NC(=O)[C@H](CCCCN)NC1=O
→ 6	1	-2.1	-5	0	9	-2.6	-75	3
> O=c1[nH]cc(N=Cc2cc(Cl)cc(Cl)c2O)c(=O)[nH]1
→ -4	1	12*	4	0	57*	-0.4	13	-6
> COc1ccc(NC(=O)CC2C(=O)N(C)C(=S)N2Cc2ccco2)cc1 (stereo not drawn)
→ 0	-2	-3.9	2	1	4	-1.9	10	3
> CN(C)S(=O)(=O)c1ccc(NC(=O)c2cc(-c3cccs3)nc3ccccc23)cc1
→ 3	-20	-2.2	-5	-2	6	-0.9	-13	-4
> O=C(CCS(=O)(=O)c1ccccc1)Nc1ccc2c(c1)C(=O)NC2=O
→ -2	4	-1.6	-10	-1	24	-2.4	-20	2
> O=C(Nc1nnc(C2=COCCO2)o1)c1cccc(Br)c1
→ 1	16	-5.3	-15	8	12	-4.1	39*	2
> Nc1nonc1-n1nnc(C(=O)N/N=C/c2ccccc2Cl)c1CSc1ccccc1
→ .	5	-2.3	0	0	4	-2.8	2	-4
> O=C(c1ccc(Cl)nc1)N1CCN(C/C=C/c2ccccc2)CC1
→ 1	2	-1.9	6	4	7	-3.2	-2	0
> CC(C)c1ccc(CN(C(=O)C2COc3ccccc3O2)C2CCS(=O)(=O)C2)cc1 (stereo not drawn)
→ 2	-5	-1.2	6	-2	1	-0.5	-11	-4
> COc1ccc(C(=O)N[C@H](C(=O)Nc2sccc2C(N)=O)C(C)C)cc1
→ 2	4	-3.7	-7	8	2	-3.5	5	3
> CCCCOc1ccc(S(=O)(=O)Nc2cccnc2)cc1
→ 6	8	-1.7	-18	-4	30	-1.3	-8	-14

Two records drawn at random from the list so far:
Values run as follows: IDE act	CRFR2-BP antag	IMP-1 inh	p-CIP stab down	IDE cell inh	SUMO HTRF inh	VIM-2 inh	HCV NS3 hel inh	GalR3 antagonist
> Cc1nn(-c2ccc(F)cc2F)c(=O)c2noc(C)c12
→ 10	-1	-1.1	-12	3	7	-2.7	-4	-1
> Nc1nonc1-n1nnc(C(=O)N/N=C/c2ccccc2Cl)c1CSc1ccccc1
→ .	5	-2.3	0	0	4	-2.8	2	-4

(more compounds)
Values run as follows: IDE act	CRFR2-BP antag	IMP-1 inh	p-CIP stab down	IDE cell inh	SUMO HTRF inh	VIM-2 inh	HCV NS3 hel inh	GalR3 antagonist
> COCCN(C(=O)c1ccc(COc2ccccc2)o1)c1c(N)n(CC(C)C)c(=O)[nH]c1=O
→ 0	-1	.	.	3	.	.	.	-3
> CCCCOc1ccccc1C(=O)N(Cc1ccco1)C1CCS(=O)(=O)C1 (stereo not drawn)
→ 1	-19	-1.9	1	-11	14	-0.5	10	-9
> CC(=O)Nc1ccc2c3c(cccc13)C(=O)N(c1ccccc1)C2=O
→ -2	-7	-2.1	9	-11	?	-0.3	4	-8
> Cc1ccccc1C(=NC(=O)c1ccccc1)c1ccccc1
→ 0	26	-2.7	-3	3	-10	-2.5	-5	-5
> Cc1ccc(OCc2nnc(SCC(=O)C(C)(C)C)n2Cc2ccco2)cc1
→ 0	-9	-2.7	-10	5	-43	-1.1	-7	2
> Nc1ccc(NC(=O)c2ccccc2)c2c1C(=O)c1ccccc1C2=O
→ 2	4	-2.7	0	10	22	-0.8	6	-2
> C[C@@H](C(=O)N[C@H](C(=O)O)c1ccccc1)n1nnc2ccccc2c1=O
→ -1	3	-1.9	-18	-1	5	-1.8	5	-1
> Cc1ccc(NS(=O)(=O)c2ccc(OCC(=O)N3CCOCC3)cc2)cc1
→ 2	0	-7.2	-3	-1	0	-1.6	7	-10
> Cc1ccccc1Cn1c(C)nc2ccc([N+](=O)[O-])cc2c1=O
→ 2	2	-3.9	-13	0	1	-2.4	12	-3
> CCOc1cccc(=O)c2c(C)n(CC3CCCO3)c(C)c12 (stereo not drawn)
→ 0	-12	-4.2	-1	1	-6	-1.1	26	-3
> CCn1c(CNC(=O)C23CC4CC(CC(C4)C2)C3)nnc1SC
→ 4	-6	-1.9	11	1	-4	-2.2	8	-1
> CC(=O)c1ccc(S(=O)(=O)Nc2ccc(-n3c(C)nc4ccccc4c3=O)cc2)cc1
→ -1	-10	.	.	1	.	.	.	-4
> COc1ccc(C(=O)NCCc2nnc(SCC(=O)Nc3ccccc3F)n2C)cc1
→ 1	-1	-2.7	-14	1	20	-3.0	5	1
> CCN1CCN(CC(O)COc2ccc3c(C)cc(=O)oc3c2)CC1 (stereo not drawn)
→ 2	-2	0.1	-8	1	22	15*	12	-3
> Cc1ccc(C)n1-c1ccc(N2CCOCC2)cc1
→ 2	-10	-4.0	-13	-1	16	-1.3	5	-3
> CCOc1ccccc1C(=O)N1CCN(c2ccc(C(F)(F)F)cn2)CC1
→ -5	-15	-2.5	-2	2	6	-2.7	-3	-9
> CCOc1ccc(S(=O)(=O)N(CCO)CCO)cc1-c1nc2c(C(C)(C)C)nn(C)c2c(=O)[nH]1
→ -1	6	0.3	-6	3	14	3.4	-1	1
> CCOc1nc(-c2ccc(Cl)cc2Cl)ccc1C#N
→ 4	-18	-1.7	2	11	-3	-0.3	0	-5
> CC(C(=O)N1CCCCC1)n1ncn2cccc2c1=O (stereo not drawn)
→ 4	12	-3.3	10	-1	-8	-1.9	-2	-5
> O=NN1CCN(c2ccncc2S(=O)(=O)N2CCCCC2)CC1
→ -6	0	-4.8	-5	5	8	-2.4	12	-5
> O=C(CCCc1ccccc1)Nc1cccc(C(=O)O)c1
→ -1	-11	-4.1	18	0	-15	-5.6	-8	-1
> COc1ccc(S(=O)(=O)N2CCCCCC2)cc1NC(=O)c1c2c(nc3ccccc13)CCN(Cc1ccccc1)C2
→ 1	-2	-1.4	-2	-13	-23	-3.5	-54	10
> CN(C(=O)CSc1cccc[n+]1[O-])c1ccccc1
→ 2	13	.	.	-2	.	.	.	-9
> O=C(CCC1CCCCC1)Nc1nccs1
→ 5	-33	-4.8	8	5	2	-2.4	1	-2
> COc1ccc(-c2nc(CS(=O)CC(=O)NCCC3=CCCCC3)c(C)o2)cc1 (stereo not drawn)
→ -2	-38	1.8	9	5	-3	0.0	-6	.
> COC(=O)c1nn(-c2ccc(Cl)cc2)c(=O)cc1Sc1ccccn1
→ 1	9	-5.3	-3	-6	2	-2.4	11	-2
> CC(=O)n1cc([C@H]2C=C(C(=O)Nc3ccccc3)O[C@@H](OCc3ccc(CO)cc3)C2)c2ccccc21
→ -3	33	-2.1	-4	-4	1	-1.8	-20	.
> N/C(=N\OC(=O)c1ccc2ccccc2c1)c1ccccc1Cl
→ 1	-7	-2.6	12	-1	-8	-3.8	2	-5
> Cc1cccc(NC(=O)c2cccc(N3C(=O)C4CCC(C)CC4C3=O)c2)c1C (stereo not drawn)
→ -4	-9	-1.5	-14	0	15	-0.1	-3	2
> CSc1nnc2c(n1)OC(c1cccn1C)N(C(C)=O)c1ccccc1-2 (stereo not drawn)
→ 0	20	-0.8	1	3	19	-0.8	0	0
> COc1cccc(C(=O)NCCS(=O)(=O)NCCCc2ccccc2)c1
→ -5	19	.	.	0	.	.	.	-2
> COc1ccc(C(=O)NCCSCc2cccc(Cl)c2)cc1OC
→ -2	18	-1.3	-10	.	9	-1.4	-10	-8
> Cc1cc(NC(=O)COC(=O)/C=C/c2ccc(C)o2)no1
→ 2	-2	.	.	2	.	.	.	-2
> COc1ccc(-c2nnc(SCC(=O)O)n2Cc2ccccc2)cc1
→ 5	4	0.5	9	2	8	0.7	-1	-1
> Cc1ccc(OS(=O)Nc2cccc3nccnc23)cc1 (stereo not drawn)
→ -1	-3	-5.7	-3	1	-8	-3.7	-1	-3
> Cc1csc2nc(CNC(=O)C3CCCCC3)cn12
→ 2	-20	-3.0	1	6	-8	-4.4	-5	.
> Cc1ccc(NC(=S)NC(=O)c2c(-c3ccccc3Cl)noc2C)cc1
→ -10	-7	-3.0	-6	2	-10	-1.2	2	-2
> COc1ccc(-c2ccc(NS(=O)(=O)c3cc([N+](=O)[O-])ccc3C)cc2)nn1
→ 5	-9	-1.7	-2	2	3	-1.5	-3	-4

Source: PubChem (several laboratories)
